CHRM1 agonist = activates human CHRM1 receptor; P11229; CHO-K1 hM1, Fluo-8 calcium fluorescence, agonist mode; 0% DMSO, 100% acetylcholine EC100; activation, % at 3 µM; actives 0.33% (n = 360,000); AID 588814;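 active = activation above the run's mean compound activation plus 3 SD, cut at about 16% in these data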;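 also: peak over basal fluorescence ratio within a 140 s kinetic read after compound addition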
Target sequence (P11229 whole entry, looked up): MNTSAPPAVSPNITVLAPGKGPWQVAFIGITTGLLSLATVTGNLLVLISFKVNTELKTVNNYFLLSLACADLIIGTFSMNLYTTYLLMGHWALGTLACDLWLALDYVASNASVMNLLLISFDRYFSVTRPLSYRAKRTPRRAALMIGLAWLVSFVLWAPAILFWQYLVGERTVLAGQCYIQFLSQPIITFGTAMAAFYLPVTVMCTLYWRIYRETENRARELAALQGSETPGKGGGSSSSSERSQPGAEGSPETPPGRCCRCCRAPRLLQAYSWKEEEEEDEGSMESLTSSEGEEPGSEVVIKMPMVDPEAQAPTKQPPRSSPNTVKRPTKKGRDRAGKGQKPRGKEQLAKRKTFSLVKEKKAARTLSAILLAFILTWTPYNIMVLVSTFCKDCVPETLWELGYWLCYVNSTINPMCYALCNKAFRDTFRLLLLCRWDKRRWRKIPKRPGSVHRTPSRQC
M5 PAM = CHRM5 positive allosteric modulation. actives 0.3% (n = 360,000). CHO-K1 hM5, Fluo-8 calcium, ACh EC20 PAM; 0% = ACh EC20, 100% = ACh EC100. P08912. AID 624038. activation, % at 3 µM;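 active = activation above the run cutoff, the mean activation of all test compounds plus 3 SD, cut at about 18% in these data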
Target sequence (P08912 whole entry, looked up): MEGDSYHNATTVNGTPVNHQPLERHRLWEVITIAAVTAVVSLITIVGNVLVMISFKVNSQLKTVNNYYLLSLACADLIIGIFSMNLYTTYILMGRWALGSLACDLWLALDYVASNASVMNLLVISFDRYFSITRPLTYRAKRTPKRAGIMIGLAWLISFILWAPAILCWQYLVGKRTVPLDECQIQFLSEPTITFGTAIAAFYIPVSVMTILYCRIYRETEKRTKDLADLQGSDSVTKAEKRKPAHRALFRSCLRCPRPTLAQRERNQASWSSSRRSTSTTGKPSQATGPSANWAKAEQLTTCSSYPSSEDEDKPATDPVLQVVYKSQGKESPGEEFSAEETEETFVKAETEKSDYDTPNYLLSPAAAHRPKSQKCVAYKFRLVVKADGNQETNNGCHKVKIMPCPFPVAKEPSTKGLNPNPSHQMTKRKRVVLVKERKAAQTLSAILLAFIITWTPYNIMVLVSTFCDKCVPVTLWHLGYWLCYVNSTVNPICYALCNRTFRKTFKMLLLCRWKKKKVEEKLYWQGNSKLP
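System: CHO-K1 hM5 cells. Reagent: acetylcholine, EC20 level. Compound dosing: single dose, 3 µM nominal final test concentration. Timing: Post-acetylcholine fluorescence recording 140 s. Detection: Fluo-8 calcium fluorescence. Read-out: % activation, ACh-normalized. Benchmarks: ACh EC20 and EC100 wells. Repeats: singlicate, one well per test compound.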
M1 PAM = positive allosteric modulators of human M1 muscarinic receptor. actives 0.088% (n = 360,000). activation, % at 3 µM. P11229. CHO-K1 hM1, Fluo-8 calcium fluorescence, ACh EC20; 0% = ACh EC20, 100% = maximal ACh; in the data active = activation above about 19%, passing the limit was not always enough
CHRM5 agonist = CHRM5 agonism in calcium assay | AID 624037 | CHO-K1 hM5 cells, Fluo-8 calcium fluorescence; 0% DMSO wells, 100% maximal acetylcholine response | activation, % at 3 µM | P08912 | actives 0.19% (n = 360,000);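 active = activation above the run's mean over test compounds plus 3 SD, cut at about 23% in these data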;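 also: signal is peak over basal fluorescence ratio across the kinetic read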
M1 antag = antagonists of human M1 muscarinic receptor. inhibition, % at 3 µM. P11229. actives 1.3% (n = 360,000). CHO-K1 hM1, Fluo-8 calcium fluorescence, ACh EC80 antagonist;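 active = percent inhibition above its own plate's cutoff, namely the mean of that plate's compound wells plus 3 SD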;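 also: peak over basal fluorescence ratio during 140 s after agonist addition; 0% = ACh EC80 plus DMSO and 100% = DMSO alone without agonist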
CHRM4 antagonist = CHRM4 antagonism in calcium assay. actives 0.73% (n = 360,000). P08173. inhibition, % at 3 µM. CHO-hM4 cells, ACh EC80, Fluo-8 calcium fluorescence;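 active = inhibition above its plate's cutoff, the mean inhibition of sample wells plus 3 SD, cut at about 27% in these data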;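 also: 0% = acetylcholine EC80 with DMSO and 100% = DMSO without agonist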
CHRM5 antagonist = CHRM5 antagonism in calcium assay | CHO-hM5 cells, Fluo-8 calcium fluorescence, ACh EC80 | P08912 | inhibition, % at 3 µM | actives 0.59% (n = 360,000);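 active = inhibition above a per-plate cutoff, the mean of that plate's test compounds plus 3 SD, cut at about 27% in these data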;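 also: 0% = acetylcholine EC80 with DMSO and 100% = DMSO without agonist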
TAAR1 ag = agonists of human TAAR1. Q96RJ0. CHO RD-HGA16 TAAR1, Fluo-8 calcium fluorescence; vehicle wells 0%, saturating PEA agonist 100%. activation, % at 3 µM. actives 0.99% (n = 360,000). AID 624467;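 active = activation above the mean activation of all test compounds in the run plus 3 SD, cut at about 38% in these data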
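test system = CHO RD-HGA16 cells carrying human TAAR1 plus Gα16 | schedule = 17-24 h seeding, 75 min 37 °C dye, 30 min RT | compound dosing = 3 µM single concentration | control set = DMSO and PEA EC100 | replicates = n 1 | signal = Fluo-8 fluorescence, 5 s baseline then 140 s kinetic read | measure = percent activation vs PEA EC100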
M4 ag = CHRM4 agonism in calcium assay | actives 0.14% (n = 360,000) | activation, % at 3 µM | P08173 | CHO-K1 hM4/Gqi5, Fluo-8 calcium fluorescence; vehicle 0%, full acetylcholine response 100%;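 active = activation above the run mean over all test wells plus 3 SD, cut at about 32% in these data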;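 also: peak over basal fluorescence ratio per well then scaled between controls; 0% = DMSO wells and 100% = acetylcholine at EC100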
Starred values were filed as active, the others as inactive; . = no result given. These rows are one share of the data, so the mix of outcomes need not match the whole.

SMILES	CHRM1 agonist	M5 PAM	M1 PAM	CHRM5 agonist	M1 antag	CHRM4 antagonist	CHRM5 antagonist	TAAR1 ag	M4 ag
CCN1CCN(CC(O)COc2ccc(Cl)cc2)CC1 (stereo unspecified)	-1	5	1	-4	-6	-10	-18	3	1
O=C(OCCN1CCCCC1)c1ccccc1F	-10	-9	2	-6	4	-3	13	0	0
Cn1nc(CC(=O)Nc2ccc3c(c2)OCCO3)c2ccccc2c1=O	2	-8	-11	6	31*	16	32*	6	8
COC(CNC(=O)c1ccc2c(c1)ncn2C1CCCCCC1)OC	-6	8	12	-1	-16	0	-14	0	2
Cc1ccc(Nc2cc(-n3nc(C)cc3C)ncn2)cc1	-1	-5	13	3	-22	0	2	3	0
C=CC[C@@H](Cc1ccc(F)cc1)C(=O)OC[C@H]1CCCN1C(=O)[C@H](CC=C)CC(=O)N(CCO)Cc1ccccc1	-5	-2	-10	-1	15	-5	4	5	9
O=S(=O)(NCCCSc1ccccc1)c1ccccc1F	-5	-1	8	-3	-3	6	11	4	2
S=C1CSc2ccccc2N1	-5	3	11	-1	-16	-5	4	0	0
O=C(CN1C(=O)NC2(CCCCC2)C1=O)NCc1cccs1	-1	-2	4	0	-9	7	2	0	0
C[C@H](NC(=O)c1cc2cc(Cl)ccc2n1C)C(=O)N1CCC[C@H]1C(=O)O	-2	3	5	1	-3	-4	-2	2	0
Cc1cc(C)c2c(N)c(C(=O)N/N=C/c3ccccc3)sc2n1	-4	-3	4	-3	-9	2	7	2	0
CNC(=S)N/N=C/c1c2ccccc2c(Cl)c2ccccc12	-3	-1	6	-3	4	4	23	-4	2
CC(=O)C(Cc1ccccc1)NC(=O)CN1CCN(Cc2ccccc2)CC1 (stereo unspecified)	-8	7	7	-5	-13	-11	1	-1	3
CCOc1ccc(C(NC(=O)/C=C/c2ccco2)c2ccc(OC)c(OC)c2)cc1 (stereo unspecified)	1	-3	4	6	5	10	3	2	-1
COc1ccccc1CNC(=O)COC(=O)C1CCN(S(=O)(=O)c2ccc(C)c(C)c2)CC1	-3	-2	6	-4	-3	-11	7	2	7
Cc1ccc(CNC(=O)NC2CCCCC2)cc1	-1	9	14	-11	-7	7	1	5	1
CCOc1ccccc1-c1n[nH]c(=S)o1	0	0	4	3	8	4	4	3	1
O=C(COC(=O)COc1ccccc1F)NC1CC1	1	6	15	4	-15	-5	-8	1	1
O=C(NC1CCCC1)c1ccccc1-c1nc2ccccc2[nH]1	-2	-6	-1	-4	5	6	7	5	1
COc1ccccc1CNC(=O)c1cn(C)c(=O)c2cc(OC)c(OC)cc12	-3	-1	8	0	-5	1	1	1	0
O=C(c1cnn(-c2ccccc2)c1)c1cc(F)ccc1O	-6	-4	-3	-4	3	-3	6	4	4
Cc1ccc(OCC(=O)NCCCNC(=O)c2cccnc2)cc1	2	4	19	-1	-11	-3	-4	-2	1
O=C(CN1C(=O)NC2(CCCCCC2)C1=O)NCc1ccccc1	-4	4	13	5	-11	-3	6	3	2
N#Cc1ccccc1CSc1ccccn1	2	-4	1	-1	8	3	3	0	1

A stretch of the results above, as a working copy:
SMILES	CHRM1 agonist	M5 PAM	M1 PAM	CHRM5 agonist	M1 antag	CHRM4 antagonist	CHRM5 antagonist	TAAR1 ag	M4 ag
S=C1CSc2ccccc2N1	-5	3	11	-1	-16	-5	4	0	0
O=C(CN1C(=O)NC2(CCCCC2)C1=O)NCc1cccs1	-1	-2	4	0	-9	7	2	0	0
C[C@H](NC(=O)c1cc2cc(Cl)ccc2n1C)C(=O)N1CCC[C@H]1C(=O)O	-2	3	5	1	-3	-4	-2	2	0
Cc1cc(C)c2c(N)c(C(=O)N/N=C/c3ccccc3)sc2n1	-4	-3	4	-3	-9	2	7	2	0
CNC(=S)N/N=C/c1c2ccccc2c(Cl)c2ccccc12	-3	-1	6	-3	4	4	23	-4	2
CC(=O)C(Cc1ccccc1)NC(=O)CN1CCN(Cc2ccccc2)CC1 (stereo unspecified)	-8	7	7	-5	-13	-11	1	-1	3
CCOc1ccc(C(NC(=O)/C=C/c2ccco2)c2ccc(OC)c(OC)c2)cc1 (stereo unspecified)	1	-3	4	6	5	10	3	2	-1
COc1ccccc1CNC(=O)COC(=O)C1CCN(S(=O)(=O)c2ccc(C)c(C)c2)CC1	-3	-2	6	-4	-3	-11	7	2	7
Cc1ccc(CNC(=O)NC2CCCCC2)cc1	-1	9	14	-11	-7	7	1	5	1
CCOc1ccccc1-c1n[nH]c(=S)o1	0	0	4	3	8	4	4	3	1
O=C(COC(=O)COc1ccccc1F)NC1CC1	1	6	15	4	-15	-5	-8	1	1
O=C(NC1CCCC1)c1ccccc1-c1nc2ccccc2[nH]1	-2	-6	-1	-4	5	6	7	5	1
COc1ccccc1CNC(=O)c1cn(C)c(=O)c2cc(OC)c(OC)cc12	-3	-1	8	0	-5	1	1	1	0
O=C(c1cnn(-c2ccccc2)c1)c1cc(F)ccc1O	-6	-4	-3	-4	3	-3	6	4	4

(next part)
SMILES	CHRM1 agonist	M5 PAM	M1 PAM	CHRM5 agonist	M1 antag	CHRM4 antagonist	CHRM5 antagonist	TAAR1 ag	M4 ag
COC(=O)C(C)Sc1nc2c(c(=O)n1-c1ccccc1)SCC2 (stereo unspecified)	-3	7	5	-1	-7	0	-1	14	0
CCN(CC)CCNC(=O)c1ccc(NC(=O)c2cc(-c3ccncc3)nc3ccccc23)cc1	-8	-6	-26	-12	46*	9	0	1	1
O=C1CCCCCN1Cc1ccccc1	-3	0	10	0	-13	-9	7	20	0
CC(=O)NCC(=O)OCC(=O)Nc1ccc(C(C)=O)cc1	-2	7	2	2	-13	-5	-10	11	1
O=c1c2ccccc2ncn1-c1ccccc1C(F)(F)F	-3	-6	7	-2	-3	-7	9	2	1
CC(c1ccccc1)n1c(SCC(=O)N2CC(=O)Nc3ccccc32)nc2ccccc2c1=O (stereo unspecified)	-6	-7	3	3	6	-3	3	4	7
CCN1CCN(C2=C(NS(=O)(=O)c3ccc(NC(C)=O)cc3)C(=O)c3ccccc3C2=O)CC1	-5	1	2	0	-10	12	-7	4	0
CN(C)c1ccc(NS(=O)(=O)c2cc(Cl)ccc2Cl)cc1	-11	-15	-21	-7	18	-5	7	-2	-1
CCc1cccc(NC(=O)Nc2ccc3c(c2)OCO3)c1	-4	-11	5	0	-6	-3	8	3	11
O=c1c2[nH]c3ccc(F)cc3c2ncn1CC1CCCO1 (stereo unspecified)	-1	-2	3	-5	-10	-10	9	.	3
OC(COc1ccccc1)Cn1c2ccccc2c2ccccc21 (stereo unspecified)	-4	2	5	0	-3	1	0	8	3
COc1cccc(NC(=O)CN(C)C(=O)c2c(C)nn(Cc3ccc(C)cc3)c2Cl)c1	-2	2	7	0	-10	-7	-6	1	2
CC(O)CC(=O)OC[C@]12CC[C@H]3[C@@](C)(CC[C@H]4C(C)(C)CCC[C@]34C)[C@@H]1CC(C1=CC(=O)OC1O)O2 (stereo partly specified)	0	-3	3	0	2	64*	13	4	3
O=C1NC2(CCCc3ccccc32)C(=O)N1Cc1nnc(-c2ccccc2Br)o1 (stereo unspecified)	-1	-2	-2	3	8	-4	-1	6	6
C=CCn1c(SCc2nc3sc(C(=O)O)c(C)c3c(=O)[nH]2)nnc1-c1ccccc1	0	4	-6	0	10	-3	3	6	0
CCCOc1ccc(-c2cn3ccccc3n2)cc1[N+](=O)[O-]	-10	-3	7	-3	-5	4	2	2	2
COc1ccccc1Nc1nc(N)nc(CN2CCN(Cc3ccc4c(c3)OCO4)CC2)n1	-6	0	-6	-3	11	-1	-1	0	0
Cc1ccc(NC(=O)Cc2c(C(=O)O)n(C)c3ccccc23)cc1F	-6	1	3	-5	-10	-3	4	-1	3
COCCNC(=O)CSc1ncnc2sc(-c3ccccc3)cc12	-2	9	13	4	-16	-6	2	0	0
CC(OC(=O)CSc1ccc([N+](=O)[O-])cc1)C(=O)NC1CC1 (stereo unspecified)	-3	-5	-2	5	9	4	4	0	1
CC1=C(C#N)C(Nc2ccc(Cl)cn2)(C(F)(F)F)C(=O)N1 (stereo unspecified)	-3	4	11	-1	-12	-7	-5	16	0
Cc1cc(C)n(C(=O)c2ccc(C)c(S(=O)(=O)N3CCCCC3)c2)n1	-5	1	10	0	-2	-1	-3	13	-1
CCCCCCCCCCCCN1[C@@H](CC(=O)OC)c2cc(C(F)(F)F)ccc2S1(=O)=O	-2	-4	6	0	-3	-14	3	4	1
CCOC(=O)c1cc(-c2ccccc2)sc1NC(=O)CSc1nncs1	-6	0	8	-1	-10	6	-2	0	1

Arranged by count of non-hydrogen atoms (rising): 3 of the compounds above
SMILES	CHRM1 agonist	M5 PAM	M1 PAM	CHRM5 agonist	M1 antag	CHRM4 antagonist	CHRM5 antagonist	TAAR1 ag	M4 ag
CN(C)c1ccc(NS(=O)(=O)c2cc(Cl)ccc2Cl)cc1	-11	-15	-21	-7	18	-5	7	-2	-1
O=C(CN1C(=O)NC2(CCCCC2)C1=O)NCc1cccs1	-1	-2	4	0	-9	7	2	0	0
C=CC[C@@H](Cc1ccc(F)cc1)C(=O)OC[C@H]1CCCN1C(=O)[C@H](CC=C)CC(=O)N(CCO)Cc1ccccc1	-5	-2	-10	-1	15	-5	4	5	9

(list continues)
SMILES	CHRM1 agonist	M5 PAM	M1 PAM	CHRM5 agonist	M1 antag	CHRM4 antagonist	CHRM5 antagonist	TAAR1 ag	M4 ag
O=C1c2cccc3cccc(c23)C(=O)N1c1ccccn1	1	-1	10	-4	-7	5	-7	3	0
Cc1cccc(OCc2nn[nH]n2)c1C	0	1	17	-1	-19	7	2	0	0
C=CCc1cccc2cc(C(=O)Nc3ccc(NC(C)=O)cc3)c(=O)oc12	0	8	11	2	-18	-6	3	2	1
O=C(c1ccccn1)N(c1ccccc1)C1(C(=O)NC2CCCCC2)CCCCC1	-4	-4	3	-2	-2	-6	5	6	0
CSc1ncccc1C(=O)OCc1ccccc1F	-4	3	3	-6	-4	9	0	11	-3
O=c1[nH]c(C2CCCN(S(=O)(=O)c3ccccc3Cl)C2)nc2c1nnn2Cc1ccc2c(c1)OCCO2 (stereo unspecified)	-5	-3	-4	-6	6	-9	-6	1	3
CC1(C)CC(NC(=O)COc2ccc3c4c(c(=O)oc3c2)CCCC4)CC(C)(C)N1	-5	3	3	-5	-6	-3	-8	0	1
O=C(Nc1ccc(Oc2cccnc2)cc1)C1CCN(Cc2ccc(F)cc2)CC1	-3	8	13	-1	-5	-11	2	12	7
CCCN(CCC)CCNS(=O)(=O)c1ccc2c(c1)CCN2C(=O)C1CCC1	-14	3	-6	-2	5	-2	-1	3	1
COC(=O)CS(=O)(=O)c1cc([N+](=O)[O-])ccc1NC(=O)OC	-4	7	5	1	-9	-15	-17	-1	1
Cc1ccc(S(=O)(=O)CC(=O)N(CCCN2CCOCC2)c2nc3c(F)cccc3s2)cc1	-3	3	8	-2	-5	-8	-4	9	3

Screening data deposited in PubChem by The Scripps Research Institute Molecular Screening Center.
